High-throughput results as filed in PubChem BioAssay.
TRPC6 act – activates the mouse TRPC6 cation channel; HEK293-TRPC6 membrane potential dye fluorescence; hits give high values; B-score at 10 µM; 0.13% of 310,000 active; AID 2550;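 active = B-score of the integrated fluorescence ratio above library mean plus 3 SD, and starting fluorescence ratio within library mean plus 5 SD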;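 also: higher score means more depolarization so channel activation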
TRPC6 inh – inhibitors of mouse TRPC6 channel | 1.1% of 310,000 active | HEK293-TRPC6, membrane potential dye, ACh-evoked depolarization; hits give low values | Q61143 | B-score at 10 µM;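 active = B-score under library mean minus 3 SD, initial fluorescence not abnormally high, positive integrated signal ratio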;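 also: B-score derived from integrated fluorescence ratio over the kinetic read; more negative B-score means stronger inhibition of depolarization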
MrgX1 antag – antagonists of human MrgX1 receptor; Q96LB2; MRGX1-HEK293 calcium flux, Fluo-4, BAM8-22 antagonism; hits give low values; B-score at 10 µM; 1.3% of 310,000 active;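 active = calcium-response B-score plate-corrected more than 3 library SD below zero, starting fluorescence within 5 deviations, no agonist response on first addition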;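 also: peak minus trough fluorescence over baseline after final BAM8-22 challenge near maximal dose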
MrgX1 PAM – allosterically activates human MrgX1 receptor signaling. B-score at 10 µM. AID 588675. MrgX1-HEK293, Fluo-4 calcium flux, FDSS; hits give high values. 0.63% of 310,000 active. Q96LB2;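 active = plate-corrected calcium response at least 3 library SD above typical, normal starting fluorescence, not activating the receptor alone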;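 also: compound read alongside a low EC10 to EC30 dose of BAM8-22 agonist; peak minus trough fluorescence over baseline measured at the second addition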
TRPC4 potent – TRPC4 (mouse) allosteric potentiation | Q9QUQ5 | HEK293 TRPC4beta/mu-opioid, DAMGO EC20, Fluo-4 Ca2+ flux; hits give high values | B-score at 10 µM | 0.42% of 310,000 active;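 active = B-score of calcium response area above 5 SD of library B-scores, with initial fluorescence ratio within 5 SD of library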;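 also: B-score of integrated fluorescence ratio over time as area under calcium response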
Target sequence (Q9QUQ5 whole entry, looked up): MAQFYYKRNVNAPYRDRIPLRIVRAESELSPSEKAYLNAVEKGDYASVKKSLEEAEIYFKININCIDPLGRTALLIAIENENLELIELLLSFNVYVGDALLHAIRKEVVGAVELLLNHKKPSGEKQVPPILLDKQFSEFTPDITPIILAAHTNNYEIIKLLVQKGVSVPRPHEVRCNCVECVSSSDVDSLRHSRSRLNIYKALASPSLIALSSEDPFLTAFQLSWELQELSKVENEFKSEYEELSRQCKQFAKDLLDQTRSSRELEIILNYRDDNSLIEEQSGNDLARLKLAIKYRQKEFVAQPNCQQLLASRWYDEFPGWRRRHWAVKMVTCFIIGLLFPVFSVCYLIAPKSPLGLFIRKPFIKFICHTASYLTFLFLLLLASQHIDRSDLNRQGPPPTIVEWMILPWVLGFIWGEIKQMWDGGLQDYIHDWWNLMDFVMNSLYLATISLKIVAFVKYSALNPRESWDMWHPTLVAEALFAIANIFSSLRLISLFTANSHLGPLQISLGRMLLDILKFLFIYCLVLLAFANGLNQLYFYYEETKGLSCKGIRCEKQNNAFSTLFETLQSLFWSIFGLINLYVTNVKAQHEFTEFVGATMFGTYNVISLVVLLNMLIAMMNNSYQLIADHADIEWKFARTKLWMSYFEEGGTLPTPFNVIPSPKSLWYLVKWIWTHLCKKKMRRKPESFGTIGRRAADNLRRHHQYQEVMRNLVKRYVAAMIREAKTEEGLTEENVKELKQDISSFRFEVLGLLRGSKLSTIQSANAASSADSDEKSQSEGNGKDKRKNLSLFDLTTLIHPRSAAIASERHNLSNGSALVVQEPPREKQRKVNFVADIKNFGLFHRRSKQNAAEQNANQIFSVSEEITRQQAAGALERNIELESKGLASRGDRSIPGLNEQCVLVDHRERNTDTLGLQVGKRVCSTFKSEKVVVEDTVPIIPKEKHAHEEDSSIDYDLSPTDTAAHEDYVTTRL
TRPC4 act – activators of mouse TRPC4 channel; HEK293 TRPC4beta/mu-opioid, Fluo4 calcium fluorescence; hits give high values; B-score at 10 µM; 0.49% of 310,000 active; AID 2237;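 active = B-score above 5 SD of library B-scores, and initial fluorescence ratio not above library mean plus 5 SD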;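 also: positive B-score marks a calcium rise read as TRPC4 activation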
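Incubation: 45 min room-temperature Fluo4 loading, 110 s read / System: HEK293 cells stably co-expressing mouse TRPC4beta and mu-opioid receptor / Signal: Fluo4 fluorescence, kinetic / Control set: buffer (low) and maximal DAMGO (high) / Measure: integrated baseline-normalised fluorescence ratio, converted to per-well B score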
TMEM16A act – mouse TMEM16A channel activation, primary screen; Q8BHY3; HEK293 TMEM16A/YFP-H148Q/I152L, iodide quench fluorescence; hits give low values; B-score at 10 µM; 0.3% of 340,000 active; AID 623877;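 active = fluorescence-ratio B-score plate-corrected deviation score at least 3 library SD below zero, with starting fluorescence score within 5 deviations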;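 also: channel opened by trigger with iodide after compound preincubation; score built on the fluorescence ratio of max minus min over baseline; more negative score means more quench and so TMEM16A activation or potentiation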
RGS4 block – inhibitors of human RGS4. P49798. HEK293 M3R/RGS4 inducible, Fluo-4 calcium flux; hits give high values; triggered by carbachol at its EC20. 0.45% of 310,000 active. B-score at 10 µM;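 active = B-score, a plate-corrected calcium signal, over three deviations above library mean, with baseline fluorescence within five deviations of library mean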;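 also: RGS4 expression induced by doxycycline in cells with stable M3 receptor; B-score is computed from the integrated fluorescence ratio over baseline after carbachol; higher B-score means a larger calcium signal and so more RGS4 inhibition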
TMEM16A inh – inhibitors of mouse TMEM16A calcium-activated chloride channel. Q8BHY3. HEK293 TMEM16A/YFP iodide influx fluorescence, ionomycin. 1.2% of 310,000 active. normalized B-score (activity score, 25-100; higher = stronger inhibition) at 10 µM. AID 588511;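 active = ratio plate-corrected score three or more library SD toward inhibition, starting fluorescence score within five deviations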;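 also: score derived from kinetic fluorescence span divided by baseline fluorescence per well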
MrgX1 agonist – activates human MrgX1 receptor signaling | 0.44% of 310,000 active | B-score at 10 µM | MrgX1-HEK293 cells, Fluo-4 calcium fluorescence, agonist mode; hits give high values | Q96LB2 | AID 588627;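 active = calcium response B-score plate-corrected fluorescence ratio at least 3 library SD, with starting fluorescence B-score inside 5 SD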
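System – MrgX1-expressing HEK293 cells · Incubation – cells plated overnight, dye loaded 0.5 h 37 °C, 0.5 h room temperature · Technique – kinetic Fluo-4 NW fluorescence of intracellular calcium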
TRPC4 block – TRPC4 (mouse) channel inhibition. AID 2247. 0.39% of 300,000 active. Q9QUQ5. HEK293 TRPC4beta/mu-opioid, DAMGO-evoked Fluo4 calcium flux; hits give low values. B-score at 10 µM;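 active = B-score over 3 SD under the library average, no early fluorescence shift, positive overall ratio signal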
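Assay system: HEK293 cells with stable TRPC4beta plus mu-opioid receptor expression. Dosing: single dose. Measured by: Fluo4 Ca2+ flux fluorescence. Also added: DAMGO in two steps, submaximal then maximal. Read-out: B score from integrated Fluo4 fluorescence ratio.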
* marks the source's active call; other numbers are inactive results.

How did CCOC(=O)C1=C(CSc2nc3ccccc3s2)NC(=O)NC1c1cc(C)ccc1C (stereo not given) do in these assays?
TRPC6 act: inactive; TRPC6 inh: inactive; MrgX1 antag: inactive; MrgX1 PAM: inactive; TRPC4 potent: inactive; TRPC4 act: inactive; TMEM16A act: inactive; RGS4 block: inactive; TMEM16A inh: inactive; MrgX1 agonist: inactive; TRPC4 block: inactive

What do the screens show for `N#Cc1ccc(-c2ccc(Cl)cc2)nc1SCC(=O)c1cccc(Cl)c1`?
TRPC6 act: inactive; TRPC6 inh: inactive; MrgX1 antag: inactive; MrgX1 PAM: inactive; TRPC4 potent: inactive; TRPC4 act: inactive; TMEM16A act: inactive; RGS4 block: inactive; TMEM16A inh: inactive; MrgX1 agonist: inactive; TRPC4 block: inactive

Results for Cc1nnc2c3ccccc3c(-c3ccc(O)cc3)nn12 ?
TRPC6 act: inactive; TRPC6 inh: inactive; MrgX1 antag: inactive; MrgX1 PAM: inactive; TRPC4 potent: inactive; TRPC4 act: inactive; TMEM16A act: inactive; RGS4 block: inactive; TMEM16A inh: 25*; MrgX1 agonist: inactive; TRPC4 block: inactive

Results for Cc1ccc(-n2c(C)cc(C(=O)CSc3nnnn3C)c2C)cc1 ?
TRPC6 act: inactive; TRPC6 inh: inactive; MrgX1 antag: inactive; MrgX1 PAM: inactive; TRPC4 potent: inactive; TRPC4 act: inactive; TMEM16A act: inactive; RGS4 block: inactive; TMEM16A inh: inactive; MrgX1 agonist: inactive; TRPC4 block: inactive

Results for Cc1cccc(C2=N/C(=C\c3cccs3)C(=O)O2)c1 ?
TRPC6 act: inactive; TRPC6 inh: inactive; MrgX1 antag: inactive; MrgX1 PAM: inactive; TRPC4 potent: inactive; TRPC4 act: inactive; TMEM16A act: inactive; RGS4 block: inactive; TMEM16A inh: inactive; MrgX1 agonist: inactive; TRPC4 block: inactive

Results for CCn1c(C)nc2cc(S(=O)(=O)Nc3ccc(C)cc3)ccc21 ?
TRPC6 act: inactive; TRPC6 inh: inactive; MrgX1 antag: inactive; MrgX1 PAM: inactive; TRPC4 potent: inactive; TRPC4 act: inactive; TMEM16A act: inactive; RGS4 block: inactive; TMEM16A inh: inactive; MrgX1 agonist: inactive; TRPC4 block: inactive

Results for CCOC(=O)Nc1nc(-c2ccccc2)c(C(=O)c2ccccc2)s1 ?
TRPC6 act: inactive; TRPC6 inh: inactive; MrgX1 antag: inactive; MrgX1 PAM: inactive; TRPC4 potent: inactive; TRPC4 act: inactive; TMEM16A act: inactive; RGS4 block: inactive; TMEM16A inh: inactive; MrgX1 agonist: inactive; TRPC4 block: inactive

How did COc1cccc(C2c3c(oc4ccccc4c3=O)C(=O)N2Cc2ccco2)c1 (stereo not given) do in these assays?
TRPC6 act: inactive; TRPC6 inh: inactive; MrgX1 antag: inactive; MrgX1 PAM: inactive; TRPC4 potent: inactive; TRPC4 act: inactive; TMEM16A act: inactive; RGS4 block: inactive; TMEM16A inh: inactive; MrgX1 agonist: inactive; TRPC4 block: inactive

How did CN(CC(=O)N1CCN(Cc2ccccc2)CC1)S(=O)(=O)c1ccc(F)cc1 do in these assays?
TRPC6 act: inactive; TRPC6 inh: inactive; MrgX1 antag: inactive; MrgX1 PAM: inactive; TRPC4 potent: inactive; TRPC4 act: inactive; TMEM16A act: inactive; RGS4 block: inactive; TMEM16A inh: inactive; MrgX1 agonist: inactive; TRPC4 block: inactive

How did Nn1cnnc1SCC(=O)N(C1CCCCC1)C1CCCCC1 do in these assays?
TRPC6 act: inactive; TRPC6 inh: inactive; MrgX1 antag: inactive; MrgX1 PAM: inactive; TRPC4 potent: inactive; TRPC4 act: inactive; TMEM16A act: inactive; RGS4 block: inactive; TMEM16A inh: inactive; MrgX1 agonist: inactive; TRPC4 block: inactive

How did Cc1c(O)ccc(C(=O)CN2CCN(c3ccc(F)cc3)CC2)c1O do in these assays?
TRPC6 act: inactive; TRPC6 inh: inactive; MrgX1 antag: inactive; MrgX1 PAM: inactive; TRPC4 potent: inactive; TRPC4 act: inactive; TMEM16A act: inactive; RGS4 block: inactive; TMEM16A inh: inactive; MrgX1 agonist: inactive; TRPC4 block: inactive

What do the screens show for `CCOc1ccc(C(F)(F)F)cc1NC(C)=O`?
TRPC6 act: inactive; TRPC6 inh: inactive; MrgX1 antag: inactive; MrgX1 PAM: inactive; TRPC4 potent: inactive; TRPC4 act: inactive; TMEM16A act: inactive; RGS4 block: inactive; TMEM16A inh: inactive; MrgX1 agonist: inactive; TRPC4 block: inactive

How did O=C(NC1CCOCC1)C1CCC(=O)N(Cc2cccc(C(F)(F)F)c2)C1 (stereo not given) do in these assays?
TRPC6 act: inactive; TRPC6 inh: inactive; MrgX1 antag: inactive; MrgX1 PAM: inactive; TRPC4 potent: inactive; TRPC4 act: inactive; TMEM16A act: inactive; RGS4 block: inactive; TMEM16A inh: inactive; MrgX1 agonist: inactive; TRPC4 block: inactive

Results for CC(C)CN(C(=O)C1CCCC1)C1CCS(=O)(=O)C1 (stereo not given) ?
TRPC6 act: inactive; TRPC6 inh: inactive; TRPC4 potent: inactive; TRPC4 act: inactive; TMEM16A act: inactive; RGS4 block: inactive; TRPC4 block: inactive

What do the screens show for `Cc1ccccc1OCc1n[nH]c(=S)n1-c1ccccc1`?
TRPC6 act: inactive; TRPC6 inh: inactive; MrgX1 antag: inactive; MrgX1 PAM: inactive; TRPC4 potent: inactive; TRPC4 act: inactive; TMEM16A act: inactive; RGS4 block: inactive; TMEM16A inh: inactive; MrgX1 agonist: inactive; TRPC4 block: inactive

What do the screens show for `O=C(Nc1ccc(Cl)cn1)c1cccc(OCc2ccccc2)c1`?
TRPC6 act: inactive; TRPC6 inh: inactive; MrgX1 antag: inactive; MrgX1 PAM: inactive; TRPC4 potent: inactive; TRPC4 act: inactive; TMEM16A act: inactive; RGS4 block: inactive; TMEM16A inh: inactive; MrgX1 agonist: inactive; TRPC4 block: inactive

What do the screens show for `Cc1cc2oc(=O)cc(C)c2c(=O)o1`?
TRPC6 act: inactive; TRPC6 inh: inactive; MrgX1 antag: inactive; MrgX1 PAM: inactive; TRPC4 potent: inactive; TRPC4 act: inactive; TMEM16A act: inactive; RGS4 block: inactive; TMEM16A inh: inactive; MrgX1 agonist: inactive; TRPC4 block: inactive

How did COC(=O)c1ccc(NC(=O)CN2C(=O)CC(C)S(=O)(=O)c3ccccc32)cc1 (stereo not given) do in these assays?
TRPC6 act: inactive; TRPC6 inh: inactive; MrgX1 antag: inactive; MrgX1 PAM: inactive; TRPC4 potent: inactive; TRPC4 act: inactive; TMEM16A act: inactive; RGS4 block: inactive; TMEM16A inh: inactive; MrgX1 agonist: inactive; TRPC4 block: inactive

What do the screens show for `COc1cccc(N2CCC(N3CCN(C)C(CCO)C3)CC2)c1` (stereo not given)?
TRPC6 act: inactive; TRPC6 inh: inactive; MrgX1 antag: inactive; MrgX1 PAM: inactive; TRPC4 potent: inactive; TRPC4 act: inactive; TMEM16A act: inactive; RGS4 block: inactive; TMEM16A inh: inactive; MrgX1 agonist: inactive; TRPC4 block: inactive

How did CC1CCCN(C(=O)C2CCN(CC3CC=CCC3)CC2)C1 (stereo not given) do in these assays?
TRPC6 act: inactive; TRPC6 inh: inactive; MrgX1 antag: inactive; MrgX1 PAM: inactive; TRPC4 potent: inactive; TRPC4 act: inactive; TMEM16A act: inactive; RGS4 block: inactive; TMEM16A inh: inactive; MrgX1 agonist: inactive; TRPC4 block: inactive

Quoted at random: 2 entries already listed.
How did CC1CCCN(C(=O)C2CCN(CC3CC=CCC3)CC2)C1 (stereo not given) do in these assays?
TRPC6 act: inactive; TRPC6 inh: inactive; MrgX1 antag: inactive; MrgX1 PAM: inactive; TRPC4 potent: inactive; TRPC4 act: inactive; TMEM16A act: inactive; RGS4 block: inactive; TMEM16A inh: inactive; MrgX1 agonist: inactive; TRPC4 block: inactive

Results for Cc1cccc(C2=N/C(=C\c3cccs3)C(=O)O2)c1 ?
TRPC6 act: inactive; TRPC6 inh: inactive; MrgX1 antag: inactive; MrgX1 PAM: inactive; TRPC4 potent: inactive; TRPC4 act: inactive; TMEM16A act: inactive; RGS4 block: inactive; TMEM16A inh: inactive; MrgX1 agonist: inactive; TRPC4 block: inactive

Additional results follow:
Results for CCOc1ccccc1OCC(=O)OCC(=O)NNC(=O)c1ccc([N+](=O)[O-])cc1 ?
TRPC6 act: inactive; TRPC6 inh: inactive; MrgX1 antag: inactive; MrgX1 PAM: inactive; TRPC4 potent: inactive; TRPC4 act: inactive; TMEM16A act: inactive; RGS4 block: inactive; TMEM16A inh: inactive; MrgX1 agonist: inactive; TRPC4 block: inactive

What do the screens show for `CS(=O)(=O)c1ccc(C(=O)Nc2ccc(N3CCCC3)cc2)c(Cl)c1`?
TRPC6 act: inactive; TRPC6 inh: inactive; MrgX1 antag: inactive; MrgX1 PAM: inactive; TRPC4 potent: inactive; TRPC4 act: inactive; TMEM16A act: inactive; RGS4 block: inactive; TMEM16A inh: inactive; MrgX1 agonist: inactive; TRPC4 block: inactive

What do the screens show for `O=C(C[n+]1ccccc1)N/N=C/c1ccc(Cl)c(Cl)c1`?
TRPC6 act: inactive; TRPC6 inh: inactive; MrgX1 antag: inactive; MrgX1 PAM: inactive; TRPC4 potent: inactive; TRPC4 act: inactive; TMEM16A act: inactive; RGS4 block: inactive; TMEM16A inh: inactive; MrgX1 agonist: inactive; TRPC4 block: inactive

What do the screens show for `Cc1ccc(NC(=O)CSc2nc3c(c(=O)n(C)c(=O)n3C)n2C)cc1`?
TRPC6 act: inactive; TRPC6 inh: inactive; MrgX1 antag: inactive; MrgX1 PAM: inactive; TRPC4 potent: inactive; TRPC4 act: inactive; TMEM16A act: inactive; RGS4 block: inactive; TMEM16A inh: inactive; MrgX1 agonist: inactive; TRPC4 block: inactive

What do the screens show for `Cc1ccc(S(=O)(=O)CCC(=O)OCC(=O)N2c3ccccc3CC2C)cc1` (stereo not given)?
TRPC6 act: inactive; TRPC6 inh: inactive; MrgX1 antag: inactive; MrgX1 PAM: inactive; TRPC4 potent: inactive; TRPC4 act: inactive; TMEM16A act: inactive; RGS4 block: inactive; TMEM16A inh: inactive; MrgX1 agonist: inactive; TRPC4 block: inactive
